proCasp7 act = counter-screen for procaspase-3 activators: activators of human procaspase-7; recombinant procaspase-7, Ac-DEVD-pNA absorbance 405 nm; D23A/D198A/D206A triple mutant, cannot self-cleave; scale: DMSO 0, 5 µM enzyme 100; P55210; 330,000 tested, 0.093% active; activation, % at 8.5 µM; AID 463210;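 active = percent activation above the screen-wide mean plus 3 SD, cut at about 25% in these data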
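Replicates: singlicate. Assay system: Procaspase-7 triple mutant (PC-7 D3A). Signal: 405 nm absorbance of p-nitroaniline. Times: 1 h preincubation, 2 h reaction. Buffer or medium: Zinc-free HEPES pH 7.4 with 300 mM NaCl, 0.01% Triton X-100. Also added: DEVD-pNA substrate. Benchmarks: DMSO wells as 0%, DMSO with 5 µM added PC-7 as 100%.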
PP1 inh = blocks human PP1-alpha phosphatase, a PP5 counter-screen | P62136 | purified PP1alpha, OMFP fluorescence | inhibition, % at 6.7 µM | 320,000 tested, 0.9% active;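 active = inhibition above the mean inhibition of all tested compounds plus 3 SD, computed separately for each screening campaign, cut at about 15% in these data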
PP5 inh = inhibitors of human protein phosphatase 5 (PP5) | P53041 | purified PP5c, OMFP substrate fluorescence | inhibition, % at 6.7 µM | 320,000 tested, 0.18% active | AID 1987;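 active = inhibition above the campaign's mean inhibition across all tested compounds plus 3 SD, cut at about 9.5% in these data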;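 note: 0% = DMSO only and 100% = 100 µM cantharidin control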
Target sequence (P53041 whole entry, looked up): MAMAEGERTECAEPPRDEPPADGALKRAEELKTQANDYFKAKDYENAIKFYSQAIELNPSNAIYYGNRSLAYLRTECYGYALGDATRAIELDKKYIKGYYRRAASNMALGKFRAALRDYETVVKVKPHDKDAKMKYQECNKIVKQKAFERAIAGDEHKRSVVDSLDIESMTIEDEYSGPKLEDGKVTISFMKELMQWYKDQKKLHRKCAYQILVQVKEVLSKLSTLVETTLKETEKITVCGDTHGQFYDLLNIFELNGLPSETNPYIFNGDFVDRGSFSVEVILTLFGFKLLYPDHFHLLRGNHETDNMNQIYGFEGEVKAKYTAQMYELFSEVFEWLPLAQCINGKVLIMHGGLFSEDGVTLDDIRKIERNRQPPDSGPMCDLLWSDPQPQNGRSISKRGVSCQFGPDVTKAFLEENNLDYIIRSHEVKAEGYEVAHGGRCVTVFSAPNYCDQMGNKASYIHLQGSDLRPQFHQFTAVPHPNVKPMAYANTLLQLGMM
JMJD2C inh = human JMJD2C demethylase inhibition; AID 2099; 330,000 tested, 0.069% active; GST-JMJD2C(1-420) H3K9me3 demethylation, DELFIA europium; inhibition, % at 2.35 µM; Q9H3R0;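 active = more than half of a compound's replicate wells show inhibition beyond 50%, single wells judged on their own value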;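 note: signal counts dimethyl H3K9 product captured on neutravidin plate; 0% = median of DMSO wells and 100% = 0.3 times that DMSO median; strong numbers were not always called active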
Target sequence (Q9H3R0 1-420 limits assumed): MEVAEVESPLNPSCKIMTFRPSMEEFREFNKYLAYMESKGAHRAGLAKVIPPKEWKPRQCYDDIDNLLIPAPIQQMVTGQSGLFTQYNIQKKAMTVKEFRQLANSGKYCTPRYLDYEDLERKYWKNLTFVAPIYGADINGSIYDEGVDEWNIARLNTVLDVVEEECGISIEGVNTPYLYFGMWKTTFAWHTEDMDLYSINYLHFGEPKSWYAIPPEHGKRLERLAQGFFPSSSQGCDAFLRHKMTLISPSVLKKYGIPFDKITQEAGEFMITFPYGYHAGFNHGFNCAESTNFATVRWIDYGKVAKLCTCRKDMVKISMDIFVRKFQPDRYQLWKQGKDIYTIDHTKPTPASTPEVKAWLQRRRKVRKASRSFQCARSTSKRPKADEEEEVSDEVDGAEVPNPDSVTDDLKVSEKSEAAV
Fh CTSL1 inh = counter-screen for PFM18AAP inhibitors: inhibitors of F. hepatica cathepsin L1 | AID 1906 | recombinant F. hepatica cathepsin L1, Z-Leu-Arg-MCA fluorescence | inhibition, % at 5.96 µM | 300,000 tested, 0.49% active;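 active = inhibition above the mean of all tested compounds plus 3 SD, set per screening campaign, cut at about 17% in these data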;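 note: 0% = plate median of test compound wells and 100% = 1 µM Z-Phe-Ala-diazomethylketone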
Efflux pump mplx = blocks antifungal efflux pumps in multiplex yeast assay. S. cerevisiae Candida pump triplex, Nile Red efflux. inhibition, % at 10 µM. 330,000 tested, 0.44% active. AID 485275;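 active = plate passing quality check with inhibition over a set limit, or well fluorescence over plate mean plus 4 SD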;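 note: Nile Red retained in pooled yeast measured as flow cytometry median fluorescence; 0% = buffer negative control and 100% = Enniatin B positive control; higher means more Nile Red kept so more efflux inhibition; some compounds called inactive have numbers as strong as hits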
TPT1 inhibitor = C. albicans TPT1 enzyme inhibition | AID 1962 | 300,000 tested, 0.81% active | inhibition, % at 5 µM | recombinant caTPT1, FP RNA substrate dephosphorylation;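 active = inhibition above the mean of all tested compounds plus 3 SD, set per screening campaign, cut at about 24% in these data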;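 note: plate controls were DMSO alone for no effect and ferristatin control at 100 nM for full effect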
core dimer inh = blocks dimerization of HCV core protein; inhibition, % at 5 µM; 300,000 tested, 0.33% active; TR-FRET GST/Flag-core106 dimerization, 1536-well;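 active = inhibition above the mean of all tested compounds plus 3 SD, set per screening campaign, cut at about 45% in these data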
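Assay system: GST-tagged and Flag-tagged HCV core protein residues 1-106 / Times: compound-protein-antibody incubation 4 h at 22.5 °C / Signal: time-resolved FRET, ex 340 nm, em 617 and 671 nm / Evaluation: % inhibition based on acceptor/donor emission ratio / Benchmarks: wells lacking GST-core106 and wells with excess unlabelled core106 / Repeats: singlicate, one well per compound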
proCasp3 act = activates human procaspase-3; P42574; recombinant procaspase-3 D3A, Ac-DEVD-pNA absorbance 405 nm; activation, % at 8.5 µM; 330,000 tested, 0.11% active;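 active = activation above the mean of all tested compounds plus 3 SD, cut at about 21% in these data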;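 note: 0% = DMSO alone and 100% = DMSO wells spiked with extra 5 µM PC-3 D3A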
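Assay system: Procaspase-3 D3A mutant, all three cleavage aspartates alanine. Buffer or medium: Zinc-free HEPES saline buffer with Triton X-100. Times: 1 h compound preincubation, 2 h substrate hydrolysis at 25 °C. Measured by: 405 nm absorbance of p-nitroaniline, reads at 0 and 120 min. Read-out basis: percent activation relative to control range. Replicates: singlicate.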
* = called active by the depositor; x = no result given.

no.	Molecule	proCasp7 act	PP1 inh	PP5 inh	JMJD2C inh	Fh CTSL1 inh	Efflux pump mplx	TPT1 inhibitor	core dimer inh	proCasp3 act
1	Cc1cccc(N2C(=O)C3C4C=CC(C4)C3C2=O)c1 (stereo unspecified)	4	-3	1.1	54*	0	0.0	-11	-3	-3
2	CCOc1ccc(C(CC(=O)O)NC(=O)c2sc3ccccc3c2Cl)cc1 (stereo unspecified)	-7	-3	2.0	12	8	-0.1	3	-4	3
3	O=C(CNC(=O)c1cccc(F)c1)N/N=C/c1ccc([N+](=O)[O-])s1	-14	0	0.6	6	-4	0.0	3	5	6
4	Cc1ccc(-n2ncc(C(=O)N3CCc4ccccc4C3)c2NC(=O)c2ccco2)cc1C	4	-3	3.0	-12	-2	0.3	0	-5	4
5	COc1ccc(CNC(=O)c2nnn(Cc3ccc(OC)cc3)c2N)cc1	13	2	-0.1	-17	1	-0.1	0	-4	5
6	COc1ccc(NC(=O)CN2CCN(CC(=O)Nc3ccc(OC)c(OC)c3)CC2)cc1	3	-4	4.3	x	-3	0.0	-4	0	5
7	O=C(CSc1ccc2nnc(-c3ccc(Cl)cc3)n2n1)N1CCCC1	1	1	1.1	-1	-3	0.2	2	1	1
8	Cn1nc(-c2ccc(Cl)cc2)c2cc(C(=O)N3CCN(C(=O)c4ccco4)CC3)sc21	1	5	1.3	10	1	0.2	0	14	10
9	COc1ccc(S(=O)(=O)N2CN(Cc3ccco3)c3nc4ccccc4nc32)cc1	-12	-3	3.1	-1	-1	0.0	5	-3	6
10	Cc1cc(Br)ccc1NC(=O)CNC(=O)CSc1ncccn1	1	-3	3.0	-7	x	0.3	x	x	0
11	Nc1ccccc1Nc1cc(-c2ccccc2)nn1-c1cccc(Cl)c1	-7	1	6.6	2	0	-0.1	-3	0	-5
12	CC(=O)N1c2c(cc(Br)cc2S(=O)(=O)N2CCN(c3ccccn3)CC2)CC1C (stereo unspecified)	0	-1	2.1	-1	-2	-0.2	1	12	2
13	Cc1sc2c(c1C)CN(Cc1ccncc1)CN2C(=O)c1ccco1	-5	0	2.3	-15	0	0.1	3	-17	-8
14	O=[N+]([O-])c1ccccc1CSc1ccccn1	0	-2	-1.7	3	-1	0.0	-1	-3	7
15	O=C(CSc1nc2c(c(=O)n1-c1ccc(Br)cc1)SCC2)NCC1CCCO1 (stereo unspecified)	-9	-5	-2.2	-5	2	0.1	-2	0	-9
16	CC(Sc1nc(N)cc(=O)[nH]1)C(=O)NCC(=O)Nc1ccc(F)c(F)c1F (stereo unspecified)	14	-4	0.3	x	x	0.0	x	x	8
17	Cc1cc(C(=O)CSc2nnc(-c3ccco3)o2)c(C)n1Cc1ccco1	1	-2	0.7	-1	-3	0.1	-1	29	-4
18	Cc1noc(C)c1C(=O)N1CCCC(Nc2ccc(C(C)C)cc2)C1 (stereo unspecified)	-2	-4	-0.2	-2	3	0.0	-2	-7	-1
19	CCCCn1cnc2c(c1=O)c1nc3ccccc3nc1n2Cc1ccc2c(c1)OCO2	-3	-3	0.4	5	0	0.0	0	1	1
20	CN=C(C)c1c(O)c2ccccc2oc1=O	-9	-4	6.8	7	5	-0.1	-2	-3	-1
21	O=C(N/N=C/C=C/c1ccco1)/C(=C/c1ccccc1)NC(=O)c1ccccc1	0	6	-0.7	0	5	-0.4	5	47*	2
22	CCc1ncc(CN2CCC(C(=O)Nc3cccc(-c4cscn4)c3)CC2)cn1	4	-2	2.9	-12	3	0.0	1	-6	-4
23	CN(CC(=O)Nc1c(Cl)cccc1Cl)C(=O)CC1Sc2ccccc2NC1=O (stereo unspecified)	5	-6	-0.5	-1	-2	0.0	0	-3	1
24	CCNC(=O)N(CCOC)CC1CCCN(C2Cc3ccccc3C2)C1 (stereo unspecified)	3	-4	-0.1	8	-1	0.0	0	8	12
25	COc1ccc(C(=O)COC(=O)c2ccco2)cc1	3	0	1.5	-6	-9	0.0	-1	4	2
26	COC(=O)c1sc2ccccc2c1NC(=O)c1cccs1	0	-1	-1.4	3	1	-0.2	-1	8	-4
27	Cc1cccc(N2CCN(c3nc(C)cc(C)c3C#N)CC2C)c1 (stereo unspecified)	-4	-8	-5.1	-1	-1	0.3	6	-2	-1
28	CCCC(=O)Nc1ccc2c(c1)C(=O)NC2=O	9	-3	-0.6	-6	-2	-0.2	-3	0	11
29	CCC(C)NC(=O)C1CCC(CNS(=O)(=O)c2ccccc2)CC1 (stereo unspecified)	4	2	0.5	6	-4	-0.1	-2	-4	3
30	COc1ccc(C(=O)/C=C/Nc2ccc([N+](=O)[O-])cc2)cc1	-13	-1	0.7	-1	5	0.1	9	19	-14

3 compounds drawn at random from those above:
no.	Molecule	proCasp7 act	PP1 inh	PP5 inh	JMJD2C inh	Fh CTSL1 inh	Efflux pump mplx	TPT1 inhibitor	core dimer inh	proCasp3 act
6	COc1ccc(NC(=O)CN2CCN(CC(=O)Nc3ccc(OC)c(OC)c3)CC2)cc1	3	-4	4.3	x	-3	0.0	-4	0	5
12	CC(=O)N1c2c(cc(Br)cc2S(=O)(=O)N2CCN(c3ccccn3)CC2)CC1C (stereo unspecified)	0	-1	2.1	-1	-2	-0.2	1	12	2
8	Cn1nc(-c2ccc(Cl)cc2)c2cc(C(=O)N3CCN(C(=O)c4ccco4)CC3)sc21	1	5	1.3	10	1	0.2	0	14	10

Copied from the list.
Value of cpd 29 in PP1 inh: 2
Value of cpd 3 in PP1 inh: 0
Value of cpd 13 in core dimer inh: -17

Additional records.
no.	Molecule	proCasp7 act	PP1 inh	PP5 inh	JMJD2C inh	Fh CTSL1 inh	Efflux pump mplx	TPT1 inhibitor	core dimer inh	proCasp3 act
31	CCOC(=O)/C(C#N)=C/N1CCOCC1	4	-2	1.6	5	-3	-0.1	-5	0	1
32	NS(=O)(=O)c1cccc(NC(=O)Nc2ccc(Cl)cc2)c1	1	-1	3.4	3	-2	0.1	0	3	5
33	CC(=O)Nc1ccc(NC(=O)C2CCN(S(=O)(=O)c3cccc4nonc34)CC2)cc1	0	-2	0.5	0	-2	0.0	1	-3	0
34	Cc1cccc(CC(C)NC(=O)CCc2nnc(CCCCc3ccccc3)o2)n1 (stereo unspecified)	-1	0	-0.2	-2	-3	0.0	-2	-7	8
35	COc1cc(NC(=O)c2ccc3c(c2)OCO3)c2ncccc2c1	-3	-8	7.8	-13	1	0.0	1	-5	0
36	Cc1cc(C=C2C(=O)c3ccccc3C2=O)c(C)n1-c1ccccc1	-18	-3	1.5	-3	3	-0.1	20	10	-11
37	CSc1nnc2c(n1)OC(C)=Nc1ccccc1-2	-2	0	1.2	3	2	-0.1	-5	-2	0
38	CCC1CCCCN1C(=O)c1ccc([N+](=O)[O-])o1 (stereo unspecified)	2	1	-1.6	-13	4	0.0	-3	-8	3
39	Cc1cccc(NC(=O)CCNS(=O)(=O)c2cc(Br)cnc2N)c1C	-9	-1	-1.4	-1	0	-0.2	-3	5	4
40	CC(C)(/C=N/O)N(O)C=C1C=CC(=O)C=C1	4	-3	-0.1	-1	1	0.1	-4	3	-5
41	Cc1c(NS(=O)(=O)c2cccc(C(=O)NCc3ccc(Cl)cc3)c2)c(=O)n(-c2ccccc2)n1C	2	2	2.7	-33	-2	0.3	-3	11	4
42	COc1cc(NC(=S)NC(=O)C(C)C)ccc1NC(=O)c1cc2ccccc2o1	18	1	0.3	3	2	-0.2	-1	-1	3
43	NS(=O)(=O)c1ccc(CCNC(=O)C2CCCCC2)cc1	9	-1	-4.8	15	-1	-0.2	-2	1	-1
44	O=C(Nc1ccccc1N1CCCC1)c1ccc([N+](=O)[O-])cc1Cl	-8	-2	2.7	8	0	0.5	2	-4	-1
45	Cc1ccccc1NC(=O)Cn1nnc2c(cnn2-c2ccc(F)cc2)c1=O	0	11	3.9	-7	3	0.6	3	5	2
46	CC(=O)Nc1c2c(nn1-c1ccc(C)cc1C)CSC2	16	1	2.1	6	1	0.1	1	4	0
47	COc1ccc(OC)c(N(CC(=O)NC2CC3CCC2C3)S(=O)(=O)c2ccccc2)c1 (stereo unspecified)	8	3	1.9	-3	4	0.3	4	-3	18
48	O=c1nc2n(Cc3ccccc3)c3ccccc3cc-2c(=O)[nH]1	-10	-1	2.6	-16	0	-0.2	-4	-10	-3
49	COc1ccccc1N1CCN(/N=C/c2c(C)nn(-c3ccccc3)c2C)CC1	4	-7	2.7	-6	-3	0.0	-3	4	-8
50	CCOc1ccc(NC(=S)Nc2cccc3ccccc23)cc1	-14	-2	-0.4	-1	-1	0.1	-1	1	-10
51	O=C(Nc1cc([N+](=O)[O-])ccc1N1CCOCC1)c1cccs1	4	-1	0.0	-2	2	-1.9	0	6	-2
52	CCCc1nc2ccccc2n1Cc1ccccc1OC	-6	-3	0.4	-13	3	-0.1	-7	-3	-2
53	O=C(Nc1ccccc1N1CCCC1)c1ccccc1Cl	-8	-5	-0.8	-1	1	0.0	1	0	-4
54	NNC(=O)c1ccc(Cn2cc(Cl)cn2)o1	-15	-2	2.5	-7	-2	0.3	1	5	-1

Among those listed so far, these have an NH in an aromatic ring.
no.	Molecule	proCasp7 act	PP1 inh	PP5 inh	JMJD2C inh	Fh CTSL1 inh	Efflux pump mplx	TPT1 inhibitor	core dimer inh	proCasp3 act
16	CC(Sc1nc(N)cc(=O)[nH]1)C(=O)NCC(=O)Nc1ccc(F)c(F)c1F (stereo unspecified)	14	-4	0.3	x	x	0.0	x	x	8
48	O=c1nc2n(Cc3ccccc3)c3ccccc3cc-2c(=O)[nH]1	-10	-1	2.6	-16	0	-0.2	-4	-10	-3

Arranged by SMILES length (lowest first): some entries from above
no.	Molecule	proCasp7 act	PP1 inh	PP5 inh	JMJD2C inh	Fh CTSL1 inh	Efflux pump mplx	TPT1 inhibitor	core dimer inh	proCasp3 act
54	NNC(=O)c1ccc(Cn2cc(Cl)cn2)o1	-15	-2	2.5	-7	-2	0.3	1	5	-1
46	CC(=O)Nc1c2c(nn1-c1ccc(C)cc1C)CSC2	16	1	2.1	6	1	0.1	1	4	0
36	Cc1cc(C=C2C(=O)c3ccccc3C2=O)c(C)n1-c1ccccc1	-18	-3	1.5	-3	3	-0.1	20	10	-11
49	COc1ccccc1N1CCN(/N=C/c2c(C)nn(-c3ccccc3)c2C)CC1	4	-7	2.7	-6	-3	0.0	-3	4	-8
